FBW7 act: activators of human E3 ligase FBW7; AlphaScreen FBW7–phospho-cyclin E peptide binding, activator screen; normalized activity (activation), % at 26.1 µM; hit rate 0.13% among 650,000; Q969H0; in the data active = normalized activity above about 1.9%;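 note: purified mutant Fbw7 with reduced substrate affinity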
Target sequence (Q969H0 whole entry, looked up): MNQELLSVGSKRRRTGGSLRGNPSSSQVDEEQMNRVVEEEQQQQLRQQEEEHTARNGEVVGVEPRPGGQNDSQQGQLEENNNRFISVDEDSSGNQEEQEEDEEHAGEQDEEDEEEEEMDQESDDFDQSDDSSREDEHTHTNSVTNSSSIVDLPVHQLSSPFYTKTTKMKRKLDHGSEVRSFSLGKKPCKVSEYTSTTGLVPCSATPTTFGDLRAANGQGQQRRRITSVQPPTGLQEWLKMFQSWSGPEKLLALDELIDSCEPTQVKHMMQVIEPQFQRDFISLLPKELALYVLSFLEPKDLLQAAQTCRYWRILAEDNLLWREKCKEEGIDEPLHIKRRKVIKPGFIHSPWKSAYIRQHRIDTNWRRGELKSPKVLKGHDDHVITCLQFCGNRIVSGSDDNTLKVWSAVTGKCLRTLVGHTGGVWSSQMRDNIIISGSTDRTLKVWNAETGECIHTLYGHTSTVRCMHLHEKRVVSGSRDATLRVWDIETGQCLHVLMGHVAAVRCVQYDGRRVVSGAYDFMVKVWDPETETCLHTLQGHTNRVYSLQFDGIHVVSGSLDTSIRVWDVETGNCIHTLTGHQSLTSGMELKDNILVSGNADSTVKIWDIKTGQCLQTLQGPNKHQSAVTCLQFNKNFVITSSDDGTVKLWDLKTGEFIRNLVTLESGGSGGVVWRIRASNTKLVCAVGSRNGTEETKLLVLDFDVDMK
TEAD-YAP block: TEAD-YAP interaction inhibition; HEK-TIYL cells, TEAD-Gal4/YAP UAS-luciferase luminescence; inhibition, % at 9.12 µM; hit rate 1.4% among 640,000; AID 1259422; in the data active = inhibition above about 32%;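 note: 0% = median of test compound wells and 100% = reference inhibitor wells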
GPR151 activ: human GPR151 activation; PathHunter beta-arrestin GPR151 cells, luminescence; activation, % at 11.2 µM; hit rate 1% among 650,000; AID 1508602; in the data active = activation above about 4.9%;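 note: 0% = median of compound wells and 100% = cells with positive control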
Target sequence (Q8TDV0 whole entry, looked up): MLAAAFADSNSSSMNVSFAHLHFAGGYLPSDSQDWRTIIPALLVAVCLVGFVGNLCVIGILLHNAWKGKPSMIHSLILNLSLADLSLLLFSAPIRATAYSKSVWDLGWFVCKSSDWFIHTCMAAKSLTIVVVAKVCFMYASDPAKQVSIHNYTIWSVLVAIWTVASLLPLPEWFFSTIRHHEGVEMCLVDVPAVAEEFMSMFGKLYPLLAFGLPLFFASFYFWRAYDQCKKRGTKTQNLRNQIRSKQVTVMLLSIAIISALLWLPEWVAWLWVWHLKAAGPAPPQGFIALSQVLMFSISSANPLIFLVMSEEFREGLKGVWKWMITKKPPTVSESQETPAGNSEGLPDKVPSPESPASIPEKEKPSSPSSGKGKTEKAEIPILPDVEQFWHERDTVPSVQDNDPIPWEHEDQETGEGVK
MITF inh: blocks human microphthalmia-associated transcription factor. O75030. AlphaScreen MITF homodimerization, bead proximity signal. inhibition, % at 2.6 µM. hit rate 0.91% among 650,000; in the data active = inhibition above about 50%;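 note: 0% = vehicle wells with protein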
Numbers without * were called inactive.

SMILES	FBW7 act	TEAD-YAP block	GPR151 activ	MITF inh
CCC(C)NC(=O)Cn1c2ccccc2c2cn[nH]c(=O)c21 (stereo not given)	-0.2	8.8	0.4	8.1
COc1ccc(-c2nnc(NC(=O)c3ccc(Br)cc3)o2)cc1	0.0	-3.2	0.2	-9.0
Cc1ccccc1N1C(=O)c2ccc(C(=O)Nc3ccccc3[N+](=O)[O-])cc2C1=O	-0.2	3.4	-0.4	6.2
CCc1ccc(NC(=O)c2cnn3ccccc23)cc1	0.0	89.4*	-4.5	3.9
CCN(CC)CCCNC(=O)c1cnc(Nc2ccccc2OC)c2ccccc12	-0.2	-8.3	-0.2	-14.4
CCCN(CC1CCCO1)C(=O)CCc1nnc(Cc2cccc(C(F)(F)F)c2)o1 (stereo not given)	0.0	-45.6	-0.3	-1.1
COc1ccc2nc(SCC(=O)Nc3cccc(NC(C)=O)c3)[nH]c2c1	0.0	-7.4	1.3	3.9
C=CCn1c(=S)[nH]c2ccc(Cl)cc2c1=O	0.1	0.5	-0.2	-1.3
Cc1cc(C)n(/N=C/c2ccc(F)cc2)c(=O)c1C#N	-0.1	2.7	0.7	15.1
CN(Cc1nc2ccccc2o1)C(=O)CCc1nnc(CCc2c[nH]c3ccccc23)o1	-0.1	-4.9	0.6	6.0
CCC1CCCCN1C(=O)c1cc2c(=O)n3ccccc3nc2s1 (stereo not given)	0.0	-44.9	1.2	-17.1
C1CCCCCC2(CCCCC1)OCC(CN1CCOCC1)O2 (stereo not given)	1.3	4.3	-0.7	-1.7
COc1cc(/C=C2\C(=O)N(C)C(=O)N(c3ccccc3)C2=O)cc(OC)c1O	-0.1	-4.4	-0.3	-14.0
CN(C)CCCNC(=S)Nc1ccccc1F	0.0	-10.8	-1.5	-8.5
Cn1c(=O)oc2cc(S(=O)(=O)N3CCCC(C(=O)Nc4cccc(Cl)c4)C3)ccc21 (stereo not given)	-0.1	3.2	-0.8	-2.5
O=C(CN1CC(c2ccccc2)CC1=O)NCCc1ccc(Cl)cc1 (stereo not given)	0.0	-6.2	-1.2	-3.4
C=CCNC(=O)c1scc2c1OCCO2	0.0	15.0	-0.9	9.3
CCCCCn1c(=S)[nH]c2cc(C(=O)NCCc3ccc(OC)c(OC)c3)ccc2c1=O	0.3	7.6	-0.3	12.4
COc1ccc(S(=O)(=O)N(CC(=O)NC2CC2)c2ccc(Cl)cc2)cc1OC	0.1	-0.7	-0.3	3.5
CCS(=O)(=O)N1CCN(Cc2cc(Br)ccc2OC)CC1	0.1	23.3	0.4	51.8*
COc1ccc2c(c1)cc1n2CCN=C1NCCO	0.2	-2.0	-1.0	-4.8
COc1ccc(C2CC(=O)NC(SCC(=O)Nc3ccc(Br)cc3)=C2C#N)cc1OC (stereo not given)	-0.3	19.8	-0.5	11.0
Nc1nnnn1/N=C/c1cccc(I)c1	-0.3	-7.3	0.4	-2.4
O=C(NCCN1CCOCC1)C1CCN(c2ccc(Nc3nccc4ccccc34)nn2)CC1	-0.2	-7.2	1.5	9.6
CCc1nnc(NC(=O)CSc2nnc3n(N)cnn23)s1	-0.2	2.2	0.9	15.3
Cn1nc(C(=O)Nc2ccccc2C(N)=O)c2c1-c1ccccc1SC2	0.5	-21.4	-0.6	7.6
COc1ccc(OC)c(NC(=O)C2CCCN(S(=O)(=O)c3c(C)noc3C)C2)c1 (stereo not given)	-0.3	5.4	-0.5	-2.6
CC(C)(Oc1ccc(Cl)cc1)C(=O)NC1CCCC1	-0.1	6.9	-0.8	12.1
Cc1ccc(F)cc1NC(=O)N[C@H]1C[C@H]2C(=O)N[C@@H](CO)C(=O)N2C1	0.1	8.0	0.5	-8.2
CC(C)N(CCNc1nc(Nc2cnccn2)nc2c1ncn2Cc1ccc(C(F)(F)F)cc1)C(C)C	0.0	-1.0	-1.6	9.6

Part of the list above in order of molar mass, low to high.
SMILES	FBW7 act	TEAD-YAP block	GPR151 activ	MITF inh
COc1ccc2c(c1)cc1n2CCN=C1NCCO	0.2	-2.0	-1.0	-4.8
CC(C)(Oc1ccc(Cl)cc1)C(=O)NC1CCCC1	-0.1	6.9	-0.8	12.1
Nc1nnnn1/N=C/c1cccc(I)c1	-0.3	-7.3	0.4	-2.4
CCc1nnc(NC(=O)CSc2nnc3n(N)cnn23)s1	-0.2	2.2	0.9	15.3
Cc1ccc(F)cc1NC(=O)N[C@H]1C[C@H]2C(=O)N[C@@H](CO)C(=O)N2C1	0.1	8.0	0.5	-8.2
Cn1nc(C(=O)Nc2ccccc2C(N)=O)c2c1-c1ccccc1SC2	0.5	-21.4	-0.6	7.6
CCS(=O)(=O)N1CCN(Cc2cc(Br)ccc2OC)CC1	0.1	23.3	0.4	51.8*
COc1ccc(OC)c(NC(=O)C2CCCN(S(=O)(=O)c3c(C)noc3C)C2)c1 (stereo not given)	-0.3	5.4	-0.5	-2.6
COc1ccc(S(=O)(=O)N(CC(=O)NC2CC2)c2ccc(Cl)cc2)cc1OC	0.1	-0.7	-0.3	3.5
CCCCCn1c(=S)[nH]c2cc(C(=O)NCCc3ccc(OC)c(OC)c3)ccc2c1=O	0.3	7.6	-0.3	12.4
COc1ccc(C2CC(=O)NC(SCC(=O)Nc3ccc(Br)cc3)=C2C#N)cc1OC (stereo not given)	-0.3	19.8	-0.5	11.0
CC(C)N(CCNc1nc(Nc2cnccn2)nc2c1ncn2Cc1ccc(C(F)(F)F)cc1)C(C)C	0.0	-1.0	-1.6	9.6

Additional results
SMILES	FBW7 act	TEAD-YAP block	GPR151 activ	MITF inh
CC(C)(C)SCCNC(=O)CN(c1ccc(Oc2ccccc2)cc1)S(C)(=O)=O	-0.1	-63.0	-1.3	-4.1
COc1cccc(-c2cnc3[nH]c(=O)n(C4CCCCC4)c3n2)c1	-0.1	-7.1	2.5	16.7
COc1ccc(-c2nc(-c3ccccc3)c(-c3cccs3)[nH]2)cc1OC	0.0	-1.6	0.0	-2.5
COc1ccccc1N1C(=O)C2C3CCC(C3)C2C1=O (stereo not given)	-0.1	-1.5	-0.9	7.0
COCCOC(=O)C1=C(C)NC2=C(C(=O)CCC2)C1c1ccc(Cl)cc1 (stereo not given)	0.1	-1.2	-0.2	1.8
CCOC(=O)c1cnc2cc(C(F)(F)F)ccc2c1Nc1cc(C)c(Cl)cc1OC	-0.1	-11.3	0.9	-3.1
CCCCCCCc1nn2c(=O)cc(O)nc2s1	-0.1	12.2	1.4	3.9
Cc1nc2c(C(=O)NCc3ccc(F)cc3)cnn2c(C)c1Cc1ccc(F)cc1Cl	-0.1	5.3	0.5	8.2
CCOc1ccc(NC(=O)C(=O)NCCCO)cc1	1.1	-11.1	-0.4	19.3
CCc1ccccc1N1C(=O)C2C(c3ccccc3Cl)OC3(C(=O)c4ccccc4C3=O)C2C1=O (stereo not given)	-0.3	-9.8	0.8	3.4
Cc1ccc(C(=O)NCc2ccco2)cc1N1CCCC1=O	0.6	4.5	1.2	15.9
COCCCn1c(N)c(C(=O)C(C)(C)C)sc1=S	-0.2	-1.0	2.4	0.2
COc1ccc(CNC(=O)c2ccc(Sc3ccc(Br)cc3)c([N+](=O)[O-])c2)cc1	0.0	3.9	-0.8	0.9
COc1ccc(NC(=O)c2ccoc2C)cc1Cl	-0.2	-50.1	-3.9	2.6
CC(C)(C)NC1=CC(=O)OC12CCCCC2	0.4	14.2	1.6	4.1
O=C(c1cccnc1)N1CCN(S(=O)(=O)C2CC2)CC1	0.2	6.9	0.9	5.5
COc1ccc(NC(=O)Nc2nnc(CC(=O)NCc3ccccc3)s2)cc1	0.1	7.9	-1.2	13.3
O=C(O)C(=O)/C(=C\c1ccc([N+](=O)[O-])o1)c1ccc2ccccc2n1	-0.1	-3.1	-0.6	33.6
COc1ccc2[nH]c3c(=O)n(CC(=O)NCc4ccc(Cl)cc4)c(=S)[nH]c3c2c1	0.1	10.8	2.3	-1.3
CCOc1ccc(C2C(=O)N(C3CCCCCC3)CC(=O)N2CCc2ccccc2)cc1OC (stereo not given)	-1.1	-19.3	-0.2	14.5
NC(Cc1ccc(-c2ccncc2)cc1)c1nc2ccc(-c3ccncc3)cc2[nH]1 (stereo not given)	-1.6	8.6	0.5	-10.5
Cc1ccc(C)c(CSc2nc3ccsc3c(=O)n2CCCC(=O)NCCc2ccc(S(N)(=O)=O)cc2)c1	0.0	11.2	0.2	5.7
O=C(O)CSc1nc2cc(F)c(F)cc2[nH]1	0.2	12.4	1.3	6.7
COc1cc(C2C(C(=O)OC3CCCC3)=C(C)NC3=C2C(=O)CCC3)c([N+](=O)[O-])cc1OC (stereo not given)	0.1	19.7	0.3	2.0
O=[N+]([O-])c1ccc(S(=O)(=O)NCCn2ccc3ccccc32)cc1	-0.3	-2.7	-0.7	-0.5
O=C(Nc1ccncc1NC(=O)c1ccccc1)c1ccccc1	0.0	-3.7	1.5	9.8
Cc1[nH]n(-c2ccc(Cl)c(C(=O)O)c2)c(=O)c1/C=C1\C=NN=C1c1ccccc1	-0.3	2.1	-0.7	5.4
CC(C)c1ccccc1OCC(=O)Nc1cccc(C(F)(F)F)c1	0.1	4.9	0.2	2.4
CCOC(=O)NC(c1c(N)n(C)c(=O)n(C)c1=O)(C(F)(F)F)C(F)(F)F	0.4	9.8	-0.4	2.3
COc1ccccc1NC(=O)C1=C(C)Nc2nc(-c3ccccc3)nn2C1c1ccc(C)o1 (stereo not given)	0.0	4.5	-0.6	3.6
CCOC(=O)CSc1nnc2c3c4c(sc3ncn12)CC(C)CC4 (stereo not given)	0.0	11.4	1.4	-2.4
Cc1ccc(S(=O)(=O)N(CCO)Cc2cc3cc(C)c(C)cc3[nH]c2=O)cc1	0.3	-13.4	-0.2	-6.0
COc1ccc(C2CC(=O)NC(SC)=C2C#N)cc1OC (stereo not given)	0.0	0.1	-0.2	5.4
COc1ccc(NC(=O)CSc2nc3ccccc3[nH]2)c(OC)c1	-0.1	19.4	0.0	12.2
CS(=O)(=O)N(CC(=O)NC1CC2CCC1C2)c1ccc(Br)cc1 (stereo not given)	0.3	4.0	0.8	0.8
Cc1nn(C)c(C)c1-c1cc(C(=O)NCc2nc3ccccc3[nH]2)ccn1	0.2	4.5	-1.4	15.2
CCC(=O)N1c2c(C)cc(C)cc2C(=C2SC(C(=O)OC)=C(C(=O)OC)S2)C(=S)C1(C)C	0.1	-4.4	0.2	14.9
COc1ccccc1CC(=O)N1CCC[C@@H](Cn2nc(-c3cccs3)ccc2=O)C1	-0.1	5.2	1.0	-8.5
O=C(NCCCN1CCCCCC1)c1ccc2nc(N3CCOCC3)sc2c1	0.5	-1.7	-0.5	-6.4
CCC[C@@H]1NC(=O)[C@H]2CN(Cc3ccc(C)s3)CCN2C1=O	0.0	8.2	0.4	0.1
Cc1ccc(C(=O)CC2(O)C(=O)Nc3ccc(Cl)cc32)s1 (stereo not given)	0.1	3.0	0.1	-17.8
CN(CCc1ccccn1)C(=O)Cn1cnc2scc(-c3ccccc3)c2c1=O	-0.1	-6.8	1.5	-7.4
Cc1ccc(N2C(=O)NC(=O)/C(=C/c3ccc(O)c([N+](=O)[O-])c3)C2=O)cc1Cl	0.0	9.7	0.1	-6.5
CCN(CC)C(C(=O)Nc1ccc(C(C)C)cc1)c1ccccc1 (stereo not given)	-0.3	-9.0	0.6	-8.9
O=C(Nc1ccccc1F)c1cc2ccccc2o1	0.0	4.0	-7.6	0.9
CCc1ccc(-n2c(SCC(=O)N3CC(C)CC(C)C3)nc3n[nH]c(C)c3c2=N)cc1 (stereo not given)	0.7	3.0	-0.5	13.7
COc1cc(NC(=O)c2cccc(C)c2)c(OC)cc1NC(C)=O	0.1	4.4	-1.2	-0.9
COc1cccc(C(=O)N2CCN3C(=O)[C@@H](Cc4ccc(O)cc4)NC(=O)[C@H]3C2)c1	-0.3	1.6	0.3	-5.3
COc1ccc(OC)c(/C=N/NC(=O)c2[nH]ncc2Br)c1	0.5	-33.2	-1.7	12.3
CCN(CC)CCNC(=O)Cn1c(C)cc2ccccc2c1=O	-0.1	-10.5	-0.4	-10.2

More records.
SMILES	FBW7 act	TEAD-YAP block	GPR151 activ	MITF inh
O=C1CC(c2ccccc2)CC2=C1C(c1ccccn1)Nc1ccccc1N2 (stereo not given)	0.0	3.0	-0.8	0.8
O=C(NCC1Cc2cc(Cl)cc(-c3ccncc3)c2O1)c1ccc2c(c1)OCO2 (stereo not given)	-0.3	1.3	0.1	-15.6
O=C(O)c1cccc(Nc2ncnc3c2cnn3-c2ccccc2)c1	0.5	-27.6	0.7	12.2
CCCN1CCC(NCc2ccco2)CC1	-0.1	1.7	-1.0	30.9
CCC(=O)NNC(=O)CSc1nc(C(C)C)nc2sc3c(c12)CCC(C)C3 (stereo not given)	-0.1	2.2	1.0	0.3
Cc1cc(C)c(C#N)c(SCCC2OCCO2)n1	-0.1	-11.0	-0.5	-0.7
COc1cccc(OC)c1OCC(O)CNC(C)C (stereo not given)	-0.1	-8.2	-0.1	-2.4
CCO/C=C1/C(=O)N(Cc2ccc3c(c2)OCO3)C(=O)c2ccccc21	-0.1	-11.6	3.5	-1.0
COC(=O)CNC(=O)C1CCN(S(=O)(=O)c2cnc[nH]2)CC1	0.0	9.2	-0.1	15.4
O=S(=O)(NCc1nc(NC2CCCC2)c2cc(Cl)ccc2n1)c1ccccc1	0.0	18.1	1.6	-1.1
Cc1cc(C)nc(-c2cccc3c2OC(CNC(=O)c2ccoc2)C3)n1 (stereo not given)	-0.3	3.8	-0.7	18.1
COCCCNC(=O)c1cc(Sc2nnc(C)s2)nc2ccccc12	-0.1	-8.1	2.4	2.0
Nc1nc2n(n1)C(c1ccccc1Cl)CC(c1ccccc1)N2 (stereo not given)	0.0	-1.4	-1.3	-7.5
CCOC(=O)N1CCN(C(=O)CN(c2ccc(OC)c(Cl)c2)S(=O)(=O)c2ccc(C)cc2)CC1	0.1	21.9	0.6	20.4

Screening data deposited in PubChem BioAssay by The Scripps Research Institute Molecular Screening Center.
